Assay outcomes deposited in PubChem BioAssay by National Center for Advancing Translational Sciences (NCATS).
A549 tox – counter-screen for Nrf2 inhibitors: cytotoxicity in A549 cells | 0.16% of 390,000 active | Potency, µM (titrated, usually from 46 µM), without a hit: at the highest dose activity change, negative = cytotoxicity, actives largely listed as inhibitors | A549 ARE-Fluc cells, CellTiter-Fluor viability, 18-24 h; further: potency means the concentration at half of the fitted maximal effect; on the % scale 0 is the no-effect control and ±100 the full control effect
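Cytotoxicity counterscreen: CellTiter-Fluor fluorescence was measured in A549 ARE_Fluc cells after 18-24 h of compound exposure in a concentration series. The subsequent BugLite luminescent read reports ARE-luciferase activity.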
Nrf2 block – inhibitors of Nrf2 signaling; 2.1% of 360,000 active; AID 504444; A549 ARE-Fluc reporter, luciferase luminescence, 18-24 h; Potency, µM (titrated, usually from 46 µM), for inactives: at the top dose activity change, negative = inhibition, most hits filed as inhibitors; further: potency means the concentration at half of the fitted maximal effect; on the % scale 0 is the no-effect control and ±100 the full control effect; nearly all actives have a fitted effect of over 60% in size
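Nrf2 function is reported as luminescence of an ARE-controlled luciferase in A549 cells. Compounds were tested at several concentrations, and a CellTiter-Fluor read on the same wells flagged cytotoxicity.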
HepG2 tox – kills HepG2 cells in TGF-b inhibitor counter-screen; HepG2 CAGA-GFP viability, ATP luminescence, 18 h; Potency, µM (top dose mostly 46.1 µM), inactives show at the top dose activity change, negative = cytotoxicity, hits mostly cytotoxic; 0.76% of 410,000 active; AID 588856; further: potency means the concentration at half of the fitted maximal effect; some results filed as inactive show a strong effect at the top dose
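CellTiter-Glo luminescence gave cytotoxicity after 18 hours at 37 degrees C. The cells were HepG2 CAGA-GFP in 1% FBS DMEM, stimulated with 500 pg/mL TGF-beta after compound addition. %Activity was normalised to no-cell wells (complete cell-killing) and DMSO (no toxicity), and curves were fitted and classified.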
S2 tox – reduces viability in counter-screen for ATXN expression inhibitors; S2 cells (HEK-293 line with an ATXN2-luciferase reporter) viability, CellTiter-Fluor protease fluorescence, 24 h; Potency, µM (series often up to 56.7 µM), hits mostly cytotoxic; 0.49% of 400,000 active; AID 651635; further: potency means the concentration at half of the fitted maximal effect; nearly all actives have a fitted effect of over 40% in size
ATXN2 expr inh – reduces ATXN2 reporter expression in HEK-293 cells | HEK-293 ATXN2-luciferase reporter, luminescence, 24 h | Potency, µM (highest dose often 57 µM), for the others: at the top dose activity change, negative = inhibition, usual class: inhibitors | 0.72% of 360,000 active | AID 1745845; further: potency means the concentration at half of the fitted maximal effect; on the % scale 0 is the no-effect control and ±100 the full control effect; nearly all actives have a fitted effect of over 55% in size
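qHTS (up to 57 uM final) was run with 24 h compound exposure of reporter cells at 37 °C. Each well was multiplexed: SteadyGlo luminescence measured ATXN2-luciferase expression after a fluorogenic Gly-Phe-AFC viability readout (25 uM final).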
IL-1B inflam inh – inflammasome signaling inhibition, IL-1 beta readout | 4.7% of 360,000 active | THP-1 LPS/ATP IL-1B secretion, AlphaLISA, 16 h; active compounds read low | activity change, % at 57.5 µM; in the data active means activity change below about -50%; inconclusive means mostly about -30% to -49%; further: on the % scale 0 is the no-effect control and ±100 the full control effect
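Secreted IL-1B measured by AlphaLISA bead assay after 16 h compound exposure of THP-1 cells; compounds (final up to 57.5 uM) added 1 h before LPS (250 ng/mL) and ATP (1.25 mM) stimulation; lower signal means less secretion.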
TGFb SMAD3 inh – TGF-b pathway inhibition; AID 588855; 1.2% of 410,000 active; HepG2 CAGA-GFP TGF-b/SMAD3 reporter, GFP fluorescence, 18 h; TGF-beta stimulated, 500 pg/mL final; Potency, µM (top dose mostly 46.1 µM), inactives show at the highest dose activity, negative = inhibition, most hits filed as inhibitors; further: potency means the concentration at half of the fitted maximal effect; on the % scale 0 is the no-effect control and ±100 the full control effect; nearly all actives have a fitted effect of over 65% in size
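HEPG2 CAGA-GFP cells (1000/well, DMEM with 1% FBS) were pre-incubated 2 h at 37 degrees C, given compound by pin tool, then stimulated with TGF-beta at 500 pg/mL final for 18 h before per-cell GFP fluorescence imaging.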
MCF10A rereplic – induces DNA re-replication in MCF 10a normal breast cells. MCF 10A DNA re-replication, Hoechst nuclear intensity, 48 h. Potency, µM (titrated, usually from 46.1 µM), inactives show at the highest dose activity, positive = re-replication, usual class: activators. 2.9% of 350,000 active. AID 624296; further: potency means the concentration at half of the fitted maximal effect; % of control where 0% means no effect; nearly all actives have a fitted effect of over 50% in size
Nrf2 activator – activates Nrf2 signaling. AREc32 ARE-luciferase reporter (MCF7-derived line), luminescence, 24 h. AID 624171. Potency, µM (titrated, usually from 46.1 µM), for the others: at the highest dose activation, usual class: activators. 0.31% of 410,000 active; further: potency means the concentration at half of the fitted maximal effect; % of control where 0% means no effect; nearly all actives have a fitted effect of over 65% in size
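Luminescent ARE reporter assay in AREc32_Fluc cells: overnight plating at 37 deg C, 24 hr compound incubation, Steady-Glo added, 30 min RT before reading.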
* marks the source's active call; other numbers are inactive results; i = inactive; ? = inconclusive; . = not tested or not shown; & = joins results of further samples; [ ] = dose if it differs, or a comment. Unless noted, the call rests on the fitted dose curve; in most records, active means well fitted curve in the direction sought with a large enough effect; inconclusive means small, poorly fitted or top-dose-only effect, or another doubt; inactive means no such curve, though single readings can be large; an effect the other way counts as inactive or inconclusive.

SMILES	A549 tox	Nrf2 block	HepG2 tox	S2 tox	ATXN2 expr inh	IL-1B inflam inh	TGFb SMAD3 inh	MCF10A rereplic	Nrf2 activator
CSc1nc2ncnc(N)c2[nH]1	4%	-15%	-1%	i	-16%	1	11%	1%	0.2%
COc1ccccc1N1CCN(CCCNC(=O)c2cnn(-c3ccc(C)c(C)c3)c2C2CCN(C(=O)OC(C)(C)C)CC2)CC1	-24%	-17%	-104%	.	.	.	?	.	4.4%
O=C(O)C(Cc1cc(Cl)ccc1Cl)Sc1nc2ccccc2[nH]1 (stereo unspecified)	2%	0%	8%	i	.	38	0%	5%	-0.7%
COc1ccc(NC(=O)CSc2nc(O)c(C/C=C/c3ccccc3)c(=O)[nH]2)cc1	3%	3%	-15%	i	-6%	.	2%	.	2.7%
O=C(Nc1ccc(F)cc1)c1cc(S(=O)(=O)N2CCOCC2)cs1	-7%	-2%	-35%	i	-19%	2	-19%	0%	-0.3%
CC(NC(=O)CSc1n[nH]c(=O)n1C1CC1)C12CC3CC(CC(C3)C1)C2 (stereo unspecified)	-6%	0%	-18%	i	6%	17	0%	0%	0.1%
COc1ccc2nc(NNC(=O)COc3ccccc3)sc2c1	5%	3%	3%	i	27%	22	10%	0%[9.22 µM]	11%
CCCCCC(=O)NNC(=O)Nc1ccccc1	7%	-7%	-4%	i	-1%	0	-3%	5%	3.1%
COCCNC(=O)C(c1cccs1)N(C(=O)Cn1nnc2ccccc21)c1cccc(C)c1 (stereo unspecified)	4%	4%	-4%	i	-4%	14	-13%	-6%	0.4%
O=C(N/N=C/c1cccs1)c1cccc2cc[nH]c12	-7%	?	-27%	i	52%[activator]	-25	3%	20%	?
COc1ccc(Cc2nnc(Nc3c(C)cccc3C)o2)cc1OC	1%	?	8%	i	-12%	4	-4%	-1%	-0.8%
CCOc1cc(/C=N/N=C(/N)c2nonc2N)cc(Br)c1OCc1ccc(Cl)cc1	?	?	-46%	?	?	-11	?	?	0.4%
O=S(=O)(NC1CC1)c1ccc(S(=O)(=O)N(Cc2ccccn2)C2CC2)cc1	4%	2%	4%	i	-8%	6	-12%	10%	-0.7%
Brc1ccc(/C=N/Nc2ccc3ccccc3n2)cc1	-5%	?	-43%	i	72%[activator]	0	-21%	?	10%
Cc1c(Cl)cccc1NC(=O)CCCn1nc([N+](=O)[O-])cc1C	8%	?	-2%	i	-12%	?	24%	0%	-0.6%
Cn1c(=O)c2c(-c3ccccc3)n(-c3cccc(Br)c3)cc2n(C)c1=O	.	.	-17%	?	0%	34	?	.	1.3%
COc1cc(OC)c(NC(=O)c2oc3ccc4c(c3c2C)C(=O)CC(C)(C)O4)cc1Cl	-1%	?	-8%	i	7%	.	8%	.	-0.2%
CCn1c(CNC(=O)c2cccs2)nnc1SCC(=O)Nc1cc(Cl)ccc1C	11%	-21%	-1%	i	-17%	-4	-10%	-1%	0.4%
CC(C)n1c(SCC(=O)c2ccc(F)cc2)nc2c(sc3ccccc32)c1=O	7%	.	7%	i	16%	.	18%	.	-1.5%
CCOC(=O)C1CCN(S(=O)(=O)c2nc3nc(C)cc(C)n3n2)CC1	5%	14%	7%	i	-3%	28	-12%	?	0.4%

Some of the entries above in another layout.
Structure,A549 tox,Nrf2 block,HepG2 tox,S2 tox,ATXN2 expr inh,IL-1B inflam inh,TGFb SMAD3 inh,MCF10A rereplic,Nrf2 activator
CCOc1cc(/C=N/N=C(/N)c2nonc2N)cc(Br)c1OCc1ccc(Cl)cc1,?,?,-46%,?,?,-11,?,?,0.4%
O=S(=O)(NC1CC1)c1ccc(S(=O)(=O)N(Cc2ccccn2)C2CC2)cc1,4%,2%,4%,i,-8%,6,-12%,10%,-0.7%
Brc1ccc(/C=N/Nc2ccc3ccccc3n2)cc1,-5%,?,-43%,i,72%[activator],0,-21%,?,10%
Cc1c(Cl)cccc1NC(=O)CCCn1nc([N+](=O)[O-])cc1C,8%,?,-2%,i,-12%,?,24%,0%,-0.6%
Cn1c(=O)c2c(-c3ccccc3)n(-c3cccc(Br)c3)cc2n(C)c1=O,.,.,-17%,?,0%,34,?,.,1.3%
COc1cc(OC)c(NC(=O)c2oc3ccc4c(c3c2C)C(=O)CC(C)(C)O4)cc1Cl,-1%,?,-8%,i,7%,.,8%,.,-0.2%
CCn1c(CNC(=O)c2cccs2)nnc1SCC(=O)Nc1cc(Cl)ccc1C,11%,-21%,-1%,i,-17%,-4,-10%,-1%,0.4%
CC(C)n1c(SCC(=O)c2ccc(F)cc2)nc2c(sc3ccccc32)c1=O,7%,.,7%,i,16%,.,18%,.,-1.5%
CCOC(=O)C1CCN(S(=O)(=O)c2nc3nc(C)cc(C)n3n2)CC1,5%,14%,7%,i,-3%,28,-12%,?,0.4%

(continued)
SMILES	A549 tox	Nrf2 block	HepG2 tox	S2 tox	ATXN2 expr inh	IL-1B inflam inh	TGFb SMAD3 inh	MCF10A rereplic	Nrf2 activator
O=C1O[C@H]([C@@H](O)CO)C(O)=C1O	0%	?	3%	i	-10%&-6%	6	-17%	40%&-6%	-0.1%
CC(=O)c1cccc(OCc2cc(C(=O)N(C)Cc3cnccn3)no2)c1	-5%	?	9%	i	72%[activator]	-3	10%	5%	1.3%
CCOC(=O)C1CCN(Cc2nnc(-c3cccc(Br)c3)o2)CC1	4%	17%	9%	i	0%	25	11%	?	0.0%
O=C(Nc1ccc2c(c1)OCCO2)C1CC(c2ccccc2Cl)=NO1 (stereo unspecified)	-5%	8%	1%	i	13%	-18	0%	-1%	0.2%
CCOc1ccccc1NC(=O)Cn1c(=O)n(-c2ccc(C)c(C)c2)c(=O)c2c(C)c(C(=O)N(C)C)sc21	-5%	.	5%	.	.	.	2%	.	0.8%
CCCn1c(C(Cc2ccccc2)NC(=O)COC)nc2ccccc21 (stereo unspecified)	0%	-9%	-2%	i	4%	10	-1%	-3%	-0.9%
CC1=C(C(=O)OC(C)C)C(c2coc3ccccc3c2=O)C2=C(CCCC2=O)N1 (stereo unspecified)	-26%	.	-12%	?	4%	5	-1%	1%	-0.6%
CCS(=O)(=O)N1N=C(c2ccc(NS(C)(=O)=O)cc2)CC1c1ccccc1 (stereo unspecified)	-2%	-5%	-4%	?	2%	-6	51%[activator]	-2%	4.0%
COc1ccc(C2=NC(CO)(CO)CO2)cc1	-3%	-3%	-1%	i	39%[activator]	27	4%	-5%	0.1%
COc1ccc(OCc2cc(C(=O)N(C)C3CCOC3)no2)c(Cl)c1 (stereo unspecified)	10%	9%	-56%	i	9%	-5	-10%	4%	-1.2%
COc1cc(C(=O)NCC(=O)NCCN2C(=O)S/C(=C\c3ccccc3Cl)C2=O)cc(OC)c1OC	-7%	19%	-9%	i	32%	-1	-7%	-1%	16%
COc1ccc(C(CC(=O)O)NS(=O)(=O)c2ccc3c(c2)N(C(C)=O)CC(C)O3)cc1 (stereo unspecified)	0%	-5%	-3%	i	1%	11	-5%	11%	-0.8%
CN(C)S(=O)(=O)c1ccc(S(=O)(=O)NCc2cccs2)cc1	0%	3%	13%	i	5%	32	0%	1%	-0.4%
C/C(CC(=O)NCc1ccco1)=N\NC(=O)Cc1ccc(Cl)cc1	-7%	7%	-2%	i	2%	17	1%	-5%	0.9%
Cn1cccc1/C=C1/SC(=S)N(CC(=O)O)C1=O	?	-23%	-29%	?	5%	-19	-8%	-14%	-0.5%
CN(CC(=O)Nc1ccccc1Cl)C(=O)COC(=O)c1ccc([N+](=O)[O-])cc1Cl	-1%	18%	1%	i	6%	6	?	8%	0.2%
CCOC(=O)c1sc(NC(=O)CCN2CCN(CC)CC2)c(C(=O)OCC)c1C	3%	14%	-103%	?	?	-215*	?	22%	?
O=C(CCOc1ccccc1)Nc1ccccc1[N+](=O)[O-]	-1%	13%	0%	i	29%	0	-10%	-8%	17%
COc1ccccc1-n1cnnc1SCC(=O)c1ccc[nH]1	-1%	-7%	-2%	i	7%	-13	-6%	-7%	0.3%
Cc1nn(-c2ccc(F)cc2)c(Cl)c1/C=C(\CCC(=O)O)c1nc2ccccc2s1	-5%	?	-38%	i	-2%	24	1%	18µM*	-0.3%
Cc1ccc(CNC(=O)c2cc3c(s2)-c2ccccc2SC3)cc1	?	?	-6%	.	.	.	.	.	3.3%
CCn1cc(C(=O)NCC2CCCO2)c(=O)c2cc(S(=O)(=O)N(C)C3CCCCC3)ccc21 (stereo unspecified)	1%	?	7%	i	-7%	-22	7%	10%	-1.1%
CCOC(=O)C1CCCn2c1nc1sc3c(c1c2=O)CCCC3 (stereo unspecified)	3%	21%	3%	i	2%	37	-13%	4%	0.2%
O=C(c1ccc2c(c1)N(Cc1cccc(Cl)c1)C(=O)c1ccccc1S2(=O)=O)N1CCN(Cc2ccccc2)CC1	5%	.	-17%	.	.	.	?	.	0.1%
O=c1oc(-c2cccc([N+](=O)[O-])c2)nc2ccccc12	1%	13%	-3%	i	15%	17	18%	4%	0.9%
Cc1ccnc(NC(=O)CN2C(=O)c3ccccc3C2=O)c1	-3%	2%	3%	i	3%	-6	2%	-7%	0.3%
CCc1nnc(NC(=O)CSc2nc3c([nH]c4ccccc43)c(=O)n2-c2cc(C)cc(C)c2)s1	-2%	.	-9%	i	8%	.	1%	.	7.9%
CC(c1ccccc1)N1C(=O)c2ccccc2C1O (stereo unspecified)	-4%	-5%	1%	i	0%	6	11%	8%	-0.3%
CCCCN1C(=O)C(O)(CC(=O)c2ccco2)c2cc(Br)ccc21 (stereo unspecified)	13%	4%	-21%	?	-12%	81	-26%	?	2.9%

Single records, from the list above. Screens in order: A549 tox | Nrf2 block | HepG2 tox | S2 tox | ATXN2 expr inh | IL-1B inflam inh | TGFb SMAD3 inh | MCF10A rereplic | Nrf2 activator
Cn1c(=O)c2c(-c3ccccc3)n(-c3cccc(Br)c3)cc2n(C)c1=O is entered as . | . | -17% | ? | 0% | 34 | ? | . | 1.3%
CSc1nc2ncnc(N)c2[nH]1 is entered as 4% | -15% | -1% | i | -16% | 1 | 11% | 1% | 0.2%
